RmlC RmlD mix: RmlC and RmlD coupled enzyme inhibitors, primary screen, biochemical, 384-well, compound mixtures, retest; RmlC/RmlD coupled enzyme inhibition, 384-well mixture HTS; inhibition, % at 5.5 µM; hit rate 0.39% among 110,000; in the data active means inhibition above about 30%, passing the limit was not always enough; inconclusive means no clear call, values can overlap the other calls; further: strong numbers were not always called active
HIV RNase H inh: HIV-1 RT RNase H inhibitors, primary screen, biochemical, fluorescence; Gag-Pol polyprotein (Human immunodeficiency virus type 1 group M subtype B (isolate …; RT-RNase H RNA/DNA duplex cleavage; inhibition, % at 10 µM; hit rate 1.9% among 65,000; in the data active means inhibition above about 50%
* marks the source's active call; other numbers are inactive results; u = inconclusive; x = not tested or not shown. These rows are one share of the data. The share of hits here may be higher or lower than overall.

mol	HIV RNase H inh	RmlC RmlD mix
COc1ccc2nc(NC(=O)C3CCCN(S(=O)(=O)c4cccc5nonc45)C3)sc2c1 (centres undefined)	0	-10
O=C(c1ccc2c(c1)OCCO2)C1CCN(S(=O)(=O)c2ccc(F)cc2)CC1	-3	10
O=C(NCCN1CCCC1)c1ccc2c(c1)N(Cc1ccc(F)cc1)C(=O)c1ccccc1S2=O (centres undefined)	12	-13
C=C(C)c1cccc(C(C)(C)NC(=O)N2CCOCC2)c1	-8	-13
CCC(C)(C)n1nnnc1C(c1ccc(C)cc1)N(Cc1ccco1)Cc1cccs1 (centres undefined)	x	9
CC(/C=N/NC(=O)c1ccncc1)=C\c1ccccc1	x	9
CCc1nnc(N/N=C/c2ccccc2Cl)n1N	x	2
O=C1NC(Cc2c[nH]c3ccccc23)C(=O)N1CCOc1ccccc1 (centres undefined)	-14	6
Nc1nnc(-c2ccc(Cl)cc2)s1	x	8
COC(=O)C1(c2ccccc2)NC(c2cccs2)C2C(=O)N(c3ccccc3)C(=O)C21 (centres undefined)	x	13
CCOC(=O)c1[nH]c2ccccc2c1NC(=O)CC(C)C	-7	6
CCc1c(C(=O)Nc2ccc(S(=O)(=O)N3CCOCC3)cc2)csc1C	-38	8
CCc1nc2ccccc2c(NC(=O)CN2CCC(C)CC2)c1C	5	-7
CCSC1=N/C(=C\c2ccc(C(=O)O)cc2)C(=O)S1	16	0
OC(CN1C2=NCCN2c2ccccc21)c1ccc2c(c1)OCO2 (centres undefined)	1	36
CC(C)(C)[C@@H]1C=C(C(=O)NC2CC2)O[C@H](OCc2ccc(CO)cc2)C1	x	-16
Nc1cc(N)nc(SCCOc2ccccc2F)n1	-42	4
Cc1cc(C)c2c(CC(=O)Nc3nccs3)coc2c1	-19	-5
O=C(Nc1c(C(=O)Nc2ccccc2)cnn1-c1ccccc1)c1ccco1	-4	-12
COc1ccc(S(=O)(=O)c2ccc(OC)cc2)cc1	x	-10
O=C(NCc1ccc2[nH]c3c(c2c1)CCCC3)c1ccc(S(=O)(=O)N2CCCC2)cc1	x	-9
c1ccc(C2CC3CC(c4ccco4)N2O3)cc1 (centres undefined)	-6	-9
O=C(O)CCc1ccc(-c2ccccc2)n1CC(=O)O	2	11
COc1cccc(C2OC(=O)c3ccccc3N2C(C)=O)c1OC(C)=O (centres undefined)	x	-15
O=C(Nc1cc(C(F)(F)F)ccc1N1CCOCC1)c1ccc(Br)o1	-4	6

Additional compounds
mol	HIV RNase H inh	RmlC RmlD mix
Cc1ccc(S(=O)(=O)N(C)CC(=O)Nc2cccc(C)n2)cc1	-1	-45
CCO[C@@H]1OC(C(=O)Nc2ccccc2)=C[C@H](c2csc3ccccc23)[C@H]1CCCO	x	11
CCCCNc1cc(C)oc(=O)c1C(C)=O	-4	-4
Cn1c(CN2CCCC2)nc2cc(NC(=O)c3ccco3)ccc21	-2	5
O=S(=O)(NCCOCC(F)(F)C(F)F)c1ccc2oc3ccccc3c2c1	-9	11
COc1ccc(-c2ccc(S(=O)(=O)n3nc(OC(=O)c4cccs4)cc3N)cc2)cc1	x	9
COc1ccc(NC(=O)C2CCCO2)cc1 (centres undefined)	x	12
Cc1c(NS(=O)(=O)c2ccc3c(c2)CCN3C(=O)C2CC2)c(=O)n(-c2ccccc2)n1C	-8	x
Cn1c(=O)n(C/C=C/c2ccccc2)c(=O)c2c1nc1n2CCCN1c1ccc(F)cc1	-5	-2
Cc1nnc(NC2(C(F)(F)F)C(=O)Nc3c2c(=O)n(C)c(=O)n3C)s1 (centres undefined)	-6	-12
CN(C)CCN(C)Cc1ccc2c(c1)Cc1ccccc1-2	-12	x
CC(=O)C[C@H]1c2cc(C(F)(F)F)ccc2S(=O)(=O)N1Cc1ccccc1	x	-9
C[C@@H](C(=O)NCc1ccccn1)[C@H]1C[C@]1(C)[C@H](NC(=O)OCc1ccccc1)c1ccccc1	x	-79
CCOC(=O)c1oc2cccc(O)c2c1CN1CCOCC1	2	-8
COC(=O)c1sc(NC(=O)COc2ccc(C)cc2)nc1C	x	1
COc1ccc(C2C(C#N)=C(C)NC3=C2S(=O)(=O)c2ccccc23)cc1 (centres undefined)	x	-11
O=S(=O)(c1cccs1)N1CN(Cc2ccc(Cl)cc2)c2nc3ccccc3nc21	x	5
O=S(=O)(c1ccccc1Cl)N1CCCC1c1nc(-c2ccc(Cl)cc2)no1 (centres undefined)	x	-15
CN(N)c1nc(-c2ccccc2)nnc1C(F)(F)F	x	-8
Cc1cc(C(=O)CSc2ccc(Cl)cc2)cc(C)c1OC(=S)N(C)C	x	-16
Cc1cc(C)n2nc(SCn3nnc4ccccc4c3=O)nc2n1	-6	2
CCCC(=O)NNC(=O)Nc1ccccc1	x	-9
O=C(Nc1ccc2c(c1)OCO2)C1CCCN(c2nc3ccccc3s2)C1 (centres undefined)	5	-9
COc1ccc(/C=C\C(=O)c2c(O)ccc3c(C)cc(=O)oc23)cc1OC	x	u
O=C(CCN1C(=O)COc2ccccc21)NCc1ccco1	-7	-14

Other structures:
mol	HIV RNase H inh	RmlC RmlD mix
CC1(OC(=O)CCc2ccccc2)C(=O)C=C2C=C(c3ccc(C#N)cc3)N(C3CCCCC3)C=C2C1=O (centres undefined)	x	3
Brc1ccc(-c2noc(COc3ccc4c(c3)CCC4)n2)o1	-12	4
CCC(C)(C)NC(=O)C(c1ccco1)N(C(=O)c1csnn1)c1cccc(F)c1 (centres undefined)	5	-13
N#Cc1cccc(NC(=O)NCCc2c[nH]c3ccccc23)c1	-37	x
COc1ccc(-n2c(Cc3cccn3C)nnc2SCC(=O)Nc2cccc(F)c2)cc1	-42	3
CN(C)c1ccc(C(=S)N2CCOCC2)cc1	-4	1
Cc1ccc(S(=O)(=O)N2CCCC2C(=O)n2nc(C)cc2C)cc1 (centres undefined)	-10	x
COc1ccc(Cl)cc1C(=O)NCCc1ccc(S(=O)(=O)NC(=O)NC2CCCCC2)cc1	3	-1
CCOc1cc(-c2noc(CCC(=O)N3CCOCC3)n2)ccc1OC	-10	123
N#Cc1nc(-c2ccc(OCc3ccccc3)cc2)oc1NCCCN1CCOCC1	-42	-23
Cc1nn(C(C)C(=O)NCc2ccccc2Cl)c(=O)c2c1sc1ccccc12 (centres undefined)	x	-22
CCO[C@@H]1OC(C(=O)N2CCOCC2)=C[C@H](C2CC2)[C@H]1CCCO	x	5
CC(C)c1nc(SCC(=O)Nc2ccc3c(c2)OCCO3)c2c(=O)n(C)c(=O)n(C)c2n1	1	-4
CCOC(=O)N1CCN(C(=O)c2cnsn2)CC1	-6	2
Nc1nc(-c2ccccc2)cs1	x	-8
COC(=O)Cn1c(=NC(=O)C(C)C)sc2c(C)cc(C)cc21	x	-3
CC[C@@H]1[C@H]2CCCC(=O)N3CC[C@@H](C[C@H]1O)[C@@H]23	x	-10
O=C(CC1SC(N2CCCCC2)=NC1=O)Nc1cccc(C(F)(F)F)c1 (centres undefined)	x	-4
O=C(COC(=O)c1cccs1)c1ccccc1	-92	7
COc1ccc2[nH]c(C)c(C(=O)CN3CCN(C/C=C/c4ccccc4)CC3)c2c1	x	-10
Cc1ccc2c(c1)C1CN(C)CCC1N2CC(=O)N(C)c1ccccc1 (centres undefined)	-5	19
COc1ccc(CCNC(=O)c2ccc(CS(=O)(=O)c3ccc(Cl)cc3)o2)cc1OC	x	-15
Cc1cc(C)n(/N=C/c2c[nH]c3ccccc23)c(=O)c1C#N	x	-7
COCCN1C(=O)C(=O)/C(=C(/O)c2cccc(OC)c2)C1c1ccc(C)o1 (centres undefined)	-9	5
Cc1ccc(CNC(=O)C2CC(c3ccccc3[N+](=O)[O-])=NO2)cc1 (centres undefined)	x	2

Taken from the results shown for reference:
mol	HIV RNase H inh	RmlC RmlD mix
COc1ccc2nc(NC(=O)C3CCCN(S(=O)(=O)c4cccc5nonc45)C3)sc2c1 (centres undefined)	0	-10
O=C(c1ccc2c(c1)OCCO2)C1CCN(S(=O)(=O)c2ccc(F)cc2)CC1	-3	10
O=C(NCCN1CCCC1)c1ccc2c(c1)N(Cc1ccc(F)cc1)C(=O)c1ccccc1S2=O (centres undefined)	12	-13
C=C(C)c1cccc(C(C)(C)NC(=O)N2CCOCC2)c1	-8	-13

Remaining list, next part:
mol	HIV RNase H inh	RmlC RmlD mix
O=C(NCc1ccc2c(c1)OCO2)c1ccc(NC(=O)C2CCCO2)cc1 (centres undefined)	1	u
O=c1[nH]nc(Cc2ccccc2)c2ccccc12	x	1
CN(CCCNC(=O)C1CCN(S(=O)(=O)c2cccc3nsnc23)CC1)Cc1ccccc1	-18	-9
COc1ccccc1Oc1ccccc1C(=O)O	x	-7
O=C(c1cccc(Cl)c1)N1CCN(Cc2ccccc2F)CC1	-8	5
CC(C)CCNC(=O)[C@@H](NC(=O)c1c(F)cccc1F)C(C)C	x	-13
CCc1ccc2[nH]c(=O)c(CN(CCCN3CCOCC3)C(=O)Nc3ccccc3)cc2c1	2	x
FC(F)(F)c1cccc(Cn2nnnc2-c2ccc(Cl)cc2)c1	x	-22
O=C(CCN1C(=O)COc2ccccc21)N1CCC2(CC1)OCCO2	-2	-12
Cc1ccccc1CS(=O)(=O)Cc1ccc(C(=O)N2CCC3(CC2)OCCO3)o1	-15	x
COc1cccc(-c2nnc(SCC(=O)OC(C)C)n2N)c1	5	3
CCC(c1nnnn1CCOC)N1CCN(Cc2ccccc2)CC1 (centres undefined)	-11	-10
Cc1ccc(S(=O)(=O)N2CCCN(S(=O)(=O)c3ccc(C(F)(F)F)cc3)CC2)cc1	5	4
Cc1ccc(C(=O)CCC(=O)Nc2cccc(C(F)(F)F)c2)cc1C	x	-5
Cc1nnc2sc(-c3cccc(NC(=O)c4ccc(-c5cccc(Cl)c5)o4)c3)nn12	0	x
C=CCn1c(Cc2cccs2)nnc1SCC(=O)Nc1ccc(OC)c(OC)c1	-20	-9
COc1ccc(NS(=O)(=O)c2cccc(C(=O)OCC(=O)Nc3cc(C)on3)c2)cc1	x	-2
COc1ccc(N2CCN(C(=O)CSc3ccccc3)CC2)cc1	1	-6
CC1(C)OC(=O)C(=NNc2ccc(Cl)cc2)C(=O)O1	x	7
CCc1nnc(NC(=O)CSc2nc3ccccc3s2)s1	11	7
Cc1ccc2[nH]c(=O)c(CN(CC3CCCO3)S(=O)(=O)c3cccc4nsnc34)cc2c1 (centres undefined)	-1	10
COc1ccc(OC)c(NC(=O)CSc2nc(N)c(-c3ccccc3)c(=O)[nH]2)c1	-3	-9
CCOC(=O)CSc1nnc(Cc2ccc(OC)cc2)n1-c1ccccc1	x	3
CCC(C)NC(=O)CSc1nc(-c2cccs2)cc(C(F)(F)F)n1 (centres undefined)	x	-4
CCC(=O)N1CCc2cc(S(=O)(=O)CCC(=O)Nc3ccc(F)c(F)c3)ccc21	-6	-11

Structures above that have bromine:
mol	HIV RNase H inh	RmlC RmlD mix
O=C(Nc1cc(C(F)(F)F)ccc1N1CCOCC1)c1ccc(Br)o1	-4	6
Brc1ccc(-c2noc(COc3ccc4c(c3)CCC4)n2)o1	-12	4

Next part.
mol	HIV RNase H inh	RmlC RmlD mix
CCC(c1nc2ccccc2c(=O)n1CCCn1ccnc1)N1C(=O)c2ccccc2C1=O (centres undefined)	-2	11
O=C(NCc1ccccc1)c1ccc(=O)[nH]n1	-2	1
CC(=O)c1c(C)nc2ccc(Cl)cn12	x	2
Cc1ccnc(NC(=O)COC(=O)C2COc3ccccc3O2)n1 (centres undefined)	6	8
O=C1CC(SC(=NCc2ccc3c(c2)OCO3)Nc2ccccc2)C(=O)N1 (centres undefined)	-3	-7
C=C(C)CSc1nnc(-c2ccc(C)cc2)n1N	x	4
O=C1CC(Cc2ccc(Cl)cc2)C(=O)N1c1ccncc1 (centres undefined)	x	8
Cc1cccc(Nc2nn3c(=O)c4ccccc4nc3s2)c1	27	-5
CCCC(=O)N1CC2(C)CN(C(=O)CCC)CC(CCC)(C1)C2=O	2	-5
Cc1cccc(-n2c(N)c(C(=O)N3CCN(C)CC3)sc2=S)c1	91*	-13
O=C(Nc1nc(-c2ccccc2)cs1)c1cccc([N+](=O)[O-])c1	x	-9
CCOC(=O)c1cc(-c2ccccc2)nn1CC1CC(c2cccnc2)=NO1 (centres undefined)	x	1
CCCC(=O)Nc1nnc(CCN2CCCCC2)s1	x	-4
COc1cccc(C2c3c(oc4ccccc4c3=O)C(=O)N2CCCN2CCOCC2)c1OC (centres undefined)	-1	x
CCOC(=O)c1oc2cc(O)ccc2c(=O)c1-c1ccc(OC)cc1	x	6
Cc1ccc(C)c(NC(=O)c2nnn(Cc3ccccc3)c2N)c1	-49	-15
CCOC(=O)c1[nH]c(C)c(C(=O)NCc2ccccn2)c1C	-5	41
CC(C)n1cc(/C=C(\C#N)S(=O)(=O)c2ccccc2)c2ccccc21	-40	1
O=C(O)CCCC(=O)Nc1ccc(Br)cc1	x	-18
CC/C(=C\C1CCCCC1)C(NP(=O)(c1ccccc1)c1ccccc1)c1ccccc1 (centres undefined)	x	-16

Assay outcomes from PubChem.
